From PubChem BioAssay
E-sel TNF inh: E-selectin induction blockers in HUVEC – imaging, immunofluorescence, high content, primary screen; inhibition, % at 2 µM; 120,000 compounds, 0.71% hits; AID 1246, 2008; HUVEC TNFa-induced E-selectin immunofluorescence;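 active = inhibition above the batch mean plus 3 SD, and confirmed as a hit on visual image review, cut at about 43% in these data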;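 note: 0% = TNF-stimulated DMSO wells and 100% = unstimulated control wells; not every result past the cut was called active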
Numbers without * were called inactive.

SMILES	E-sel TNF inh
C/C(=N\NC(=O)COc1ccccc1[N+](=O)[O-])c1cccs1	-16
CCOC(=O)N1CCN(C(=S)Nc2ccc(C)cc2C)CC1	-42
OCCNCC(O)Cn1c2ccccc2c2ccccc21 (stereo not given)	-5
CCCCN(C)CCNC(=O)C(NC(=O)C1CCC(C)CC1)C(C)C (stereo not given)	-2
COc1ccccc1N(CC(=O)NCC1CCCO1)C(=O)Cn1nnc(-c2cccs2)n1 (stereo not given)	15
Cc1ccc(C)c(CSc2nnc(C)c(=O)[nH]2)c1	-8
COc1ccc(/C=N/NC(=O)c2cccc(NC(=O)c3ccc(F)cc3)c2)c(C(=O)O)c1OC	-2
O=C(Nc1ccc(F)c(Cl)c1)Nc1cnccn1	-9
CCC(Cc1ccccc1)NC(=O)Cn1ncc2ccsc2c1=O (stereo not given)	-24
CC(=O)Nc1ccc(C(=O)OCC(=O)/C(C#N)=C(\C)N)cc1	-31
Cc1ccccc1C(=O)Nc1ccnc(-c2ccncc2)n1	-15
O=C(C[n+]1ccc(C(=O)NCc2ccccc2)cc1)c1ccc2c(c1)OCCO2	-7
Cc1nc(N2CCCCC2)c(C#N)c(C)c1[N+](=O)[O-]	37
Cn1cc(CCNC(=O)CC2C(=O)NCCN2Cc2cccc(Oc3ccccc3)c2)cn1 (stereo not given)	-10
CCC(=O)Nc1ccc(OCc2nc3ccccc3s2)cc1	-39
O=C(O)CN(c1ccccc1)S(=O)(=O)c1cc(C(F)(F)F)cc(C(F)(F)F)c1	10
COc1ccccc1N1CCN(C(=S)Nc2ccc3nc(N4CCOCC4)cc(C)c3c2)CC1	-24
COc1ccccc1Cc1nc(-c2ccncc2)no1	77*
NS(=O)(=O)c1ccc(N=Nc2c(=O)[nH]n3c(=O)c4c([nH]c23)CCCC4)cc1	-7
O=C(CSc1cccc2cccnc12)N/N=C/c1cccc(O)c1	-19
Cc1ccc(C)c(Cn2cnc3c(oc4ccccc43)c2=O)c1	-11
COc1cccc(CN2CCN(Cc3ccc(C#CC(C)(C)O)s3)CC2CCO)c1 (stereo not given)	-1
CN(C)c1ccc2c3c(cccc13)C(=O)N(c1ccccc1)C2=O	-6
Cc1cc(C)c(C)c(S(=O)(=O)Nc2ccc(C(N)=O)cc2)c1C	-26
Cc1cc(C(=O)N/N=C/c2sc(N3CCOCC3)nc2-c2ccccc2)c(C)o1	7
O=C(O)CCC(=O)Nc1cccc(-c2csc(-c3ccccc3)n2)c1	-15
COc1ccc(N2CCN(CCNC(=O)c3ccc4c(c3)[nH]c(=S)n3c5ccccc5nc43)CC2)cc1	-8
O=C(Nc1ccc(S(=O)(=O)N2CCCC2)cc1)C1CC(=O)N(c2ccccc2)C1 (stereo not given)	0
Cc1cccc(-n2ccnc2SCC(=O)O)c1C	17
CCOc1cc(C2C(C#N)=C(N)Oc3n[nH]c(-c4ccncc4)c32)cc([N+](=O)[O-])c1O (stereo not given)	23

Some of the entries so far, as a markdown table:
| SMILES | E-sel TNF inh |
| --- | --- |
| CN(C)c1ccc2c3c(cccc13)C(=O)N(c1ccccc1)C2=O | -6 |
| Cc1cc(C)c(C)c(S(=O)(=O)Nc2ccc(C(N)=O)cc2)c1C | -26 |
| Cc1cc(C(=O)N/N=C/c2sc(N3CCOCC3)nc2-c2ccccc2)c(C)o1 | 7 |

Next section:
SMILES	E-sel TNF inh
O=C(Cn1[nH]c(=O)c2ccccc2c1=O)NNC(=O)c1ccccc1	-3
COc1cccc(C2NC(=S)NC(C)=C2C(=O)c2ccccc2)c1OC (stereo not given)	-43
O=c1cc(N2CCCCCC2)[nH]c(=O)n1-c1ccccc1Cl	14
CC(C)(C)c1ccc(OCC(=O)NN2Cc3ccccc3C2=N)cc1	4
OCc1cn(-c2ccccc2)nc1-c1cc2ccccc2o1	13
Cc1cc(N/N=C/c2c[nH]c3ccccc23)c2ccccc2n1	-8
O=C(Cc1ccccc1)c1c[nH]c(C(=O)NCCCn2ccnc2)c1	21
COc1ccc(S(=O)(=O)N(C)C)cc1NC(=O)CSc1nncs1	-12
CNS(=O)(=O)c1cc(N(C)S(=O)(=O)c2ccc(C)cc2)c(C)cc1C	11
CC(=O)Nc1ccccc1OCC(=O)NCC(F)(F)F	-22
CC(C)CN(CC(C)C)C(=O)c1cccc(S(=O)(=O)N2CCc3ccccc32)c1	-22
CC(=O)O/N=C(/c1nonc1N)N(C)C	-3
Nc1c(-c2ccsc2)cnc2ncnn12	-11
N=c1c2c(n(Cc3ccc(F)cc3)c3c1CCC3)CCCC2	3
CCS(=O)(=O)N1CCN(c2ncnc3sc(C)c(C)c23)CC1	-18
O=C(NCC1CCOCC1)c1ccc(OC2CCN(Cc3ccccn3)CC2)cc1	-8
COc1ccc(N/C(=C/[N+](=O)[O-])SC)cc1	1
Cc1cccc(NCC(=O)N/N=C/c2ccc(Br)cc2)c1	11
Cc1nc(SCc2ccc(C(=O)O)cc2)nc2c1CCCC2	-15
COc1ccc(CCNC(=O)c2ccc3ccccc3n2)cc1OC	-22
CCCCC(=O)NC(=S)Nc1cc(C(=O)O)ccc1OC	8
Cc1c(N=C2C=C(Br)C(=O)C(Br)=C2)c(=O)n(-c2ccccc2)n1C	-3
CN1C(=O)/C(=C/c2cn(CC(=O)NCc3ccco3)c3ccccc23)NC1=S	8
Cc1[nH]c(=O)c(C#N)cc1-c1ccncc1	5
COc1ccc(NC(=S)N(Cc2ccc(C(=O)O)cc2)Cc2ccc(OC)c(OC)c2)cc1	-5
COc1ccc(Nc2nc(-c3ccccc3)nc3ccccc23)c(OC)c1	-4
O=C(Cc1ncc(C(F)(F)F)cc1Cl)NCCc1ccccc1	-11
CC(=O)Nc1cc(-n2cnnn2)ccc1C	10
CCOC(=O)c1cnc(SCC(=O)N2CCOCC2)nc1N	6
Cc1cc(C)n2nc(C(=O)NC3CCCc4ccccc43)nc2n1 (stereo not given)	-16
CCSc1nc2ccccc2n1CC(=O)O	-2
CC(=O)Nc1ccc(/C=N\NC(=O)CNS(=O)(=O)c2ccc([N+](=O)[O-])cc2)cc1	-88
O=C(O)c1cccc(S(=O)(=O)Nc2cccc(S(=O)(=O)N3CCCCCC3)c2)c1	-25
Cc1ccc(NC(=O)CCC(=O)NNC(=O)CCc2ccccc2)c(C)c1	4
O=C(CCCOc1ccccc1)NC(=S)Nc1ccccc1	-38
CC(C)/C=C1\CC/C(=C\c2cccnc2)C1=O	-1
Cc1ccccc1NC(=O)C1c2cccc[n+]2CC(=O)N1Cc1ccc2c(c1)OCO2 (stereo not given)	-5
O=C(Cc1ccccc1)Nc1cccnc1	-39
Cc1ccc(NC(=O)Cn2c(=O)n(CCC(=O)NC3CCN(Cc4ccccc4)CC3)c(=O)c3ccccc32)cc1	-13
Cc1cccnc1NC(=O)c1cc2ccccc2oc1=O	-45
Cc1cccc(NC(=O)CN2CCSc3ccccc32)c1	-19
O=C(CN1CCOCC1)N/N=C/C=C/c1ccccc1	2
O=C1CCc2cc(S(=O)(=O)NC(Cc3ccccc3)C(=O)N3CCN(c4ccccn4)CC3)ccc2N1 (stereo not given)	7
CN(C)C(=O)CSc1n[nH]c(=O)[nH]c1=O	13
c1ccc(CC2CCN(c3ncnc4sccc34)CC2)cc1	5
O=C(CNC(=O)OCc1ccccc1)NC1CCCCCC1	-5
COc1cccc(NC(=O)CN(c2ccc3c(c2)OCO3)S(C)(=O)=O)c1	-44
CCn1c(=O)cc(OCC(=O)NCCc2cccc(C)c2)c2ccccc21	-4
Cc1ccc(NC(=O)Nc2ccc(F)cc2)cc1Cl	12
CCOC(=O)c1c(C)n2c3c(cc(C)cc13)CCC2	16

Rewritten bar-delimited: part of the list above.
mol | E-sel TNF inh
c1ccc(CC2CCN(c3ncnc4sccc34)CC2)cc1 | 5
O=C(CNC(=O)OCc1ccccc1)NC1CCCCCC1 | -5
COc1cccc(NC(=O)CN(c2ccc3c(c2)OCO3)S(C)(=O)=O)c1 | -44
CCn1c(=O)cc(OCC(=O)NCCc2cccc(C)c2)c2ccccc21 | -4
Cc1ccc(NC(=O)Nc2ccc(F)cc2)cc1Cl | 12
CCOC(=O)c1c(C)n2c3c(cc(C)cc13)CCC2 | 16

Additional entries:
SMILES	E-sel TNF inh
O=C(COC(=O)/C=C/c1ccccc1[N+](=O)[O-])NCC1CCCO1 (stereo not given)	-54
COC(=O)c1ccc(CN2C(=O)NC3(CCCCC3)C2=O)cc1	-6
Cc1cc(C)nc(NCCO)n1	23
Nc1ccc2nc(SCC(=O)N3CCOCC3)sc2c1	6
Cc1ccccc1N1C(S)=C(C#N)C(=O)NC1c1ccco1 (stereo not given)	16
COC(=O)CN1C(=S)N(c2ccc(OC)cc2)C(=O)C1CC(=O)Nc1ccc(F)cc1 (stereo not given)	4
COc1cc(C(=S)NCc2ccccc2)cc(Br)c1O	-32
Cc1ccc([N+](=O)[O-])cc1S(=O)(=O)n1ccnc1C	-6
Cc1cccc(C)c1NC(=O)C[N+](C)(C)CC(O)COc1cccc2ccccc12 (stereo not given)	-12
COc1cc(-c2cc(=O)c3ccccc3o2)ccc1O	-10
Cn1cccc1CNC(=S)Nc1cc(F)cc(F)c1	-6
NC(=O)C1CCN(c2ncc(C(F)(F)F)cc2Cl)CC1	-14
COc1ccc(NC(=O)CN2C(=O)c3ccccc3Sc3ccc(C(=O)N4CCOCC4)cc32)c(OC)c1	5
CCOC(=O)COc1cc(O)c2c(=O)cc(-c3ccccc3)oc2c1	-31
Cc1cccc(N2CCN(C(=O)c3cc(S(=O)(=O)N(C)C)ccc3N3CCCC3)CC2)c1C	-3
CCN(CC)CCCC(C)NC(=O)c1cccc(S(=O)(=O)N2CCc3ccccc32)c1 (stereo not given)	-64
O=C(O)c1cc([N+](=O)[O-])c(NCc2cccnc2)c([N+](=O)[O-])c1	-3
O=C(COC(=O)c1ccc(O)cc1)NCCC1=CCCCC1	-20
NS(=O)(=O)c1ccc(CCNC(=O)CSc2nc3ccccc3c(=O)n2CCC(=O)N2CCCCC2)cc1	-5
CCC1(Cc2ccccc2)NC(=O)c2ccccc2O1 (stereo not given)	-10
NNC(=O)CCc1nc2ccccc2[nH]1	-7
CSc1ncccc1C(=O)OCc1ccccc1Cl	11
O=C(Nc1cccc(Br)c1)c1ccc(OC2CSC2)cc1	2
Cc1ccc(-c2nnc(N3CCC(C)CC3)c3ccccc23)cc1C	2
O=C(NCc1cccnc1)C(=O)N/N=C/c1ccc([N+](=O)[O-])cc1	-12
Cc1cc(/C=C2/C(=N)N3C(=NC2=O)SN=C3S(C)(=O)=O)c(C)n1-c1ccc(F)cc1	-12
Cc1cc(C)cc(NC(=S)NC2CC3CCCC(C2)N3C2CC2)c1 (stereo not given)	100*
CCN(Cc1ccccc1)C(=O)COC(=O)CNC(=O)c1ccc(C)s1	-7
Cc1ccc(S(=O)(=O)NCCN2CCOCC2)c(C)c1C	-31
COc1cccc(-n2nc(C(N)=O)c(O)cc2=O)c1	-18

Four entries from above, reformatted.
E-sel TNF inh | canonical_smiles
2 | Cc1ccc(-c2nnc(N3CCC(C)CC3)c3ccccc23)cc1C
-12 | O=C(NCc1cccnc1)C(=O)N/N=C/c1ccc([N+](=O)[O-])cc1
-12 | Cc1cc(/C=C2/C(=N)N3C(=NC2=O)SN=C3S(C)(=O)=O)c(C)n1-c1ccc(F)cc1
100* | Cc1cc(C)cc(NC(=S)NC2CC3CCCC(C2)N3C2CC2)c1 (stereo not given)

Continued:
SMILES	E-sel TNF inh
CCN1C(=O)C(C(=O)c2ccccc2)SC1=S (stereo not given)	-4
COc1ccc(-c2nc(NC(=O)Cn3cnnn3)sc2C)cc1	-55
CCOC(=O)c1c(NC(=O)CSc2nnc(C)c(=O)[nH]2)sc(C)c1C	65*
O=C1NCCN(Cc2c(F)cccc2Cl)C1CC(=O)N1CCCCO1 (stereo not given)	-12
COc1ccc(Nc2c(-c3ccc(C)cc3)nc3cnccn23)cc1	-15
CC(=O)c1ccc(NC(=S)N2CCCC(C(F)(F)F)C2)cc1 (stereo not given)	-5
CCOc1ncccc1C(=O)Nc1cc(S(=O)(=O)N2CCOCC2)ccc1N1CCCC1	-14
O=[N+]([O-])c1cccc(-n2cccc2/C=N/Nc2nc(N3CCCCC3)nc(N3CCCCC3)n2)c1	15
CN(C)C(CNc1ncnc2sc3c(c12)CCCCC3)c1ccco1 (stereo not given)	34
CC(C(=O)NC1C(=O)N2C(C(=O)O)=C(CSc3nnnn3C)CSC12)n1cc(Cl)cn1 (stereo not given)	-14
CCOC(=O)C1=NNC(C(=O)c2ccc(Cl)cc2)C1c1ccc(OC)cc1 (stereo not given)	-35
COc1ccc(CN=C(Nc2ccccc2)SC2CC(=O)NC2=O)cc1 (stereo not given)	-10
Cc1cccc(N2CCN(Cc3nc(-c4cccc(Oc5ccccc5)c4)oc3C)CC2)n1	-40
O=C(CSc1ccsc1[N+](=O)[O-])NCc1ccccc1	14
C=CCN1C(=O)c2cccc3c(Br)ccc(c23)C1=O	13
Cc1ccccc1NC(=O)N1CCN(c2ncccn2)CC1	-44
COc1ccc(CNC(=O)COC(=O)c2ccccn2)cc1	-15
Cc1ccc(/C=C(\C#N)C(=O)N2CCCC2)c(C)c1	-6
O=C(NCCO)C(=O)c1c(-c2ccc(Cl)cc2)cc2ccccn12	-20
Cc1c(N=NC2=C(O)CCCC2=O)c(=O)n(-c2ccccc2)n1C	-5
c1ccc(CN2CCCC3(CCCN(Cc4nc(COc5ccccc5)no4)C3)C2)cc1 (stereo not given)	-6
OC(COc1ccc2c(c1)OCO2)CN1CCN(c2ccccc2)CC1 (stereo not given)	-28
CC(NC(N)=O)C(=O)NCC(=O)OCc1ccccc1 (stereo not given)	27
O=c1[nH]c2cc(NCCO)c([N+](=O)[O-])cc2[nH]1	73*
NS(=O)(=O)c1ccc(CNC(=O)/C=C/c2c(F)cccc2Cl)cc1	-20
Cc1nn(C(=O)/C(C#N)=C/N(C)C)c(C)c1C	-21
CC(=O)NC(c1ccccc1)c1cc([N+](=O)[O-])c2cccnc2c1O (stereo not given)	-20
OCCC1CN(Cc2nc3ccccc3s2)CCN1CCc1ccccc1 (stereo not given)	-9

Quoted at random: 4 entries already listed.
SMILES	E-sel TNF inh
CC(=O)NC(c1ccccc1)c1cc([N+](=O)[O-])c2cccnc2c1O (stereo not given)	-20
NS(=O)(=O)c1ccc(CNC(=O)/C=C/c2c(F)cccc2Cl)cc1	-20
OCCC1CN(Cc2nc3ccccc3s2)CCN1CCc1ccccc1 (stereo not given)	-9
c1ccc(CN2CCCC3(CCCN(Cc4nc(COc5ccccc5)no4)C3)C2)cc1 (stereo not given)	-6

These rows are one share of the data; count on the stated rates, not on these rows.
